Shiga inhibitor: Shiga toxin inhibition | Vero cells, Shiga toxin protein synthesis inhibition reporter | inhibition, % at 38.7 µM | AID 2315 | 290,000 compounds, 9.2% hits; in the data active means inhibition mostly above about 28%, no sharp cut-off; inactive means mostly below about 43%; further: 0% is about no effect
Pf growth 48h: P. falciparum growth inhibition at 48 hours (one generation) | P. falciparum luciferase growth in erythrocytes, 48 h | Potency, µM (highest dose often 28.7 µM), without a hit: at the highest dose activity change, negative = inhibition, hits mostly inhibitors | 310,000 compounds, 5.9% hits | AID 504832; further: potency means the concentration at half of the fitted maximal effect; on the % scale 0 is the no-effect control and ±100 the full control effect
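A one-generation exposure of luciferase-tagged malaria parasites in RPMI 1640/Albumax erythrocyte culture, 37 C and 5% CO2. Inhibition is inferred from decreased luminescence after adding detection reagent.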
Cycloheximide cs: counter-screen hit for Shiga toxin inhibitors, cycloheximide; 300,000 compounds, 12% hits; cell reporter, cycloheximide protein synthesis inhibition counterscreen; AID 2314; max response, %; in the data active means max response mostly above about 13%, no sharp cut-off; inactive means mostly below about 14%; further: read at 38.3 µM for the half of the compounds with a filed dose; 0% is about no effect
AMA1-RON2 inh: AMA1-RON2 (P. falciparum) interaction inhibition; Potency, µM (titrated, usually from 58.2 µM), without a hit: at the top dose activity change, negative = inhibition, actives largely listed as inhibitors; 360,000 compounds, 0.2% hits; AID 720542; AlphaScreen AMA1-biotinylated RON2 peptide binding;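 further: potency means the concentration at half of the fitted maximal effect; 0% = vehicle wells and -100% = peptide control; nearly all actives have a fitted effect of over 45% in size; some results filed as inactive show a strong effect at the top dose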
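AMA1 (3D7) with his tag at 25 nM final met compounds first, then biotinylated RON2 peptide at 25 nM; detection used donor plus acceptor beads, 10 µg/mL apiece, read by AlphaScreen after 30 min at room temperature.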
LmPK inh: blocks Leishmania mexicana pyruvate kinase activity. 290,000 compounds, 0.37% hits. Potency, µM (highest dose often 57.5 µM), inactives show at the top dose activity change, negative = inhibition, actives largely listed as inhibitors. AID 1721. Q27686. purified LmPK, Kinase-Glo ATP luminescence, 1 h; further: potency means the concentration at half of the fitted maximal effect; on the % scale 0 is the no-effect control and ±100 the full control effect
Target sequence (Q27686 whole entry, looked up): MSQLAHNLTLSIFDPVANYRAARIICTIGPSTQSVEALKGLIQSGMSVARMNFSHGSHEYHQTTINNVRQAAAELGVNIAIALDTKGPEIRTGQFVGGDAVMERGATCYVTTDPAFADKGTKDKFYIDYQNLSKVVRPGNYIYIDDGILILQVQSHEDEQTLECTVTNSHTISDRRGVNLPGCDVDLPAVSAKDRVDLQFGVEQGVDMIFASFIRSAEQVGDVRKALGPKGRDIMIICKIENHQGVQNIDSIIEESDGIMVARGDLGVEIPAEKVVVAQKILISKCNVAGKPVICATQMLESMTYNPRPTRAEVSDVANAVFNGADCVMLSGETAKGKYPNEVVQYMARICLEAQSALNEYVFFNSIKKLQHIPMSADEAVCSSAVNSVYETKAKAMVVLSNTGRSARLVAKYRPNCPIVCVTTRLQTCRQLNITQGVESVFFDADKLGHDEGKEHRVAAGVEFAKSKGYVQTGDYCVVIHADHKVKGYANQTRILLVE
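Screened at intermediate enzyme activity to detect both inhibitors and activators: LmPK at 0.1 nM, with a 0.5 nM enzyme column as activation reference. PEP 0.5 mM, ADP 0.1 mM; ATP detected by luminescence after 1 h.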
Pf growth 96h: P. falciparum growth inhibition at 96 hour, primary screen for plastid delayed-death inhibitors | P. falciparum luciferase reporter growth, 96 h | Potency, µM (highest dose often 28.7 µM), inactives show top-dose activity change, negative = inhibition, most hits filed as inhibitors | 320,000 compounds, 6.9% hits | AID 504834; further: potency means the concentration at half of the fitted maximal effect; on the % scale 0 is the no-effect control and ±100 the full control effect
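Two-generation exposure (96 h) targets delayed-death phenotype. Reporter parasites carrying integrated firefly luciferase, in red cells at 2% hematocrit and 0.05% parasitemia final, kept at 37 C, 5% CO2; luminescence loss indicates inhibition.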
TbPYK inhibitor: inhibitors of Trypanosoma brucei pyruvate kinase; Potency, µM (series often up to 76.8 µM), inactives show at the highest dose activity, negative = inhibition, most hits filed as inhibitors; Q57TT1; AID 624173; TbPYK enzyme, Kinase-Glo Plus ATP luminescence, 45 min; 410,000 compounds, 0.12% hits; further: potency means the concentration at half of the fitted maximal effect; on the % scale 0 is the no-effect control and ±100 the full control effect; nearly all actives have a fitted effect of over 50% in size
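Luminescent Kinase-Glo Plus end-point after 45 min room-temperature reaction of T. brucei pyruvate kinase started with 130 uM ADP (final). Buffer TEA 50 mM pH 7.2 with KCl, MgCl2, BSA, Tween-20; titration-based qHTS with fitted concentration-effect curves.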
An asterisk follows results filed as active; ? = inconclusive; nt = no result given; + = active, no number; & = joins results of further samples; [ ] = remark or other dose. Unless noted, the call rests on the fitted dose curve; in most records, active means well fitted curve in the direction sought with a large enough effect; inconclusive means small, poorly fitted or top-dose-only effect, or another doubt; inactive means no such curve, though single readings can be large; an effect the other way counts as inactive or inconclusive.

molecule,LmPK inh,Shiga inhibitor,AMA1-RON2 inh,TbPYK inhibitor,Pf growth 48h,Pf growth 96h,Cycloheximide cs
CCCCC(=O)NC(c1ccccc1Cl)c1c(O)ccc2ccccc12 (configuration not stated),7.7%,-13.7,19.3%,0.1%,10.4µM*,62.3%[activator],-1.0
O=C(NCc1ccco1)c1cc2n(n1)C(C(F)(F)F)CC(c1ccc(F)cc1)N2 (configuration not stated),1.5%,-12.4,0.8%,-6.9%,-5.1%,nt,-2.5
COc1ccc(S(=O)(=O)n2oc(=O)cc2-c2ccccc2)cc1OC,3.0%,23.4,?,?,7.4%,nt,5.6
NC(=O)C1(c2ccccc2)CCCN1C(=O)c1ccc(Br)cc1 (configuration not stated),1.2%,5.8,18.5%,7.6%,9.2%,?,-3.1
Cc1ccc(/C=C2\CCC(C3CCCC3)C2=O)cc1 (configuration not stated),-15.9%,61.4*,7.6%,1.5%,259.3%[activator],-3.5%,56.1*
Cc1ccccc1OCc1nc2ccccc2c(=O)n1/N=C/c1cccc([N+](=O)[O-])c1,-0.2%,+,0.9%,-7.9%,79.7%[activator],98.6%[activator],23.0*
COc1cccc(-c2nc(CS(=O)(=O)CC(=O)NCCc3ccc(C)cc3)c(C)o2)c1,-4.2%,6.3,4.8%,7.9%,?,0.0%,12.1
Cc1nn(-c2ccccc2)c(NC(=O)c2cccs2)c(-c2ccc(Cl)cc2)c1=O,0.1%,7.4,-6.5%[2.32 µM],-2.6%,-4.1%,3.4%,-4.6
Cc1nc2cc(NCc3cccs3)ccc2n1C,1.0%,47.7*,1.9%,2.7%,423.7%[activator],?,51.1*
S=c1[nH]nc(Cc2cccc3ccccc23)n1-c1ccccc1,14.1µM*,14.6,-6.8%,5.01µM*,1.2%,nt,-2.7
CCOC(=O)c1ccccc1NC(=O)C1CC(=O)N(C2CCCCC2)C1 (configuration not stated),-9.1%,78.1*,-1.0%,-12.8%,17.2%,?,57.6*
N#CC1(c2ccccc2)CCCN1C(=O)c1ccccc1Br (configuration not stated),11.2%,-12.8,-2.3%,1.1%,nt,?,-3.7
CCCCCn1nc(C)c(/C=N/NC(=O)c2ccoc2C)c1C,?,67.9*,31.2%[activator],-6.6%,37.1%[activator],-27.8%,40.5*
Cc1cc(C(=O)OCn2nnc3ccccc3c2=O)c(C)o1,-3.5%,11.9,-6.7%,2.9%,19.1%,10.4%,13.0
CC(C)CC(OC(=O)c1ccc(Cl)nc1)C(=O)NC1CCCC1 (configuration not stated),-11.6%,15.5,-9.0%,-15.7%,11.2%,35.1%[activator],-1.0
CCOc1cc(CNc2ccccc2)cc(Br)c1OCc1ccc(F)cc1,2.9%,3.8,10.9%,-2.3%,nt,?,10.9
Cn1c(=O)n(C)c2cc(S(=O)(=O)NCCc3ccccc3)ccc21,-2.0%,19.7,12.6%,2.7%,6.5%,?,5.1
CCC1Sc2ccc(S(=O)(=O)CCC(=O)NCc3ccc(C)o3)cc2NC1=O (configuration not stated),-2.1%,3.1,35.3%[activator],-13.1%,?,-0.3%,4.8
CN(C1CCCCC1)S(=O)(=O)c1ccc(NC(=O)C2CCCCC2)cc1,-4.8%,-7.8,0.3%,-16.0%,-18.0%,nt,4.2
O=C(c1cccs1)N1CCN(c2ccc(F)cc2)CC1,2.8%,-5.0,16.0%,-10.2%,2.0%,nt,0.9

Rewritten with values under each structure: two of the compounds above
Order of results – LmPK inh, Shiga inhibitor, AMA1-RON2 inh, TbPYK inhibitor, Pf growth 48h, Pf growth 96h, Cycloheximide cs
- Cc1nn(-c2ccccc2)c(NC(=O)c2cccs2)c(-c2ccc(Cl)cc2)c1=O
→ 0.1%, 7.4, -6.5%[2.32 µM], -2.6%, -4.1%, 3.4%, -4.6
- Cc1nc2cc(NCc3cccs3)ccc2n1C
→ 1.0%, 47.7*, 1.9%, 2.7%, 423.7%[activator], ?, 51.1*

Further structures follow.
molecule,LmPK inh,Shiga inhibitor,AMA1-RON2 inh,TbPYK inhibitor,Pf growth 48h,Pf growth 96h,Cycloheximide cs
Cc1ccc(C(=O)O)cc1S(=O)(=O)N1CCSCC1,6.5%,6.4,0.2%,-1.2%,?,?,0.9
O=C(COc1ccc2c3c(c(=O)oc2c1)CCC3)NCc1cccnc1,4.9%,-4.8,-2.0%,0.0%,-22.0%,?,1.2
O=C(N/N=C/c1ccc(-c2ccccc2C(=O)O)o1)c1cccs1,-5.4%,48.8*,0.0%,0.3%,24.3%,77.7%[activator],33.3*
N#Cc1c(-c2ccco2)cc(-c2ccc(F)cc2)nc1N,0.0%,16.3,-6.6%,-9.7%,-8.7%,1.6%[5.75 µM],3.9
CCOCCCn1c(SCC(=O)Nc2ccc(OC)cc2)nc2ccccc2c1=O,7.6%,6.4,-17.0%,-5.1%,?,-20.3%,3.1
Cc1sc2c(c1C)C(c1cccs1)=NCC(=O)N2CC(=O)NCc1cccs1,3.2%,-14.4,13.5%,-8.9%,?,nt,-3.4
Clc1ccc(NCc2cccnc2)c(Cl)c1,-0.2%,12.4,-7.5%,-14.3%,nt,?,4.6
COc1cccc(C(=O)Nc2cnc(NC(=O)c3ccco3)cc2C)c1,0.3%,46.6*,-8.7%,5.2%,11.5%,5.22µM*,16.2*
FC(F)(F)c1cc(C(F)(F)F)c2ccc(N/N=C/c3ccccc3)nc2n1,1.5%,-13.7,-2.6%,7.4%,36.4%[activator],0.465µM*,-2.6
COc1ccc(-n2cnnc2SC(C)C(=O)Nc2cccc([N+](=O)[O-])c2)cc1 (configuration not stated),3.0%,-8.2,-7.7%,-11.2%,26.2%,?,-0.4
Cc1ccc(NC(=O)Cn2c(=O)oc3ccccc32)cc1Cl,-6.1%,-9.5,-3.5%,-2.1%&1.3%,21.8%,-6.3%,2.2
COc1ccc(CCC(=O)NC2CCCN(Cc3ccc(Cl)cc3)C2)cc1OC (configuration not stated),-1.2%,-7.4,-0.3%,-4.3%,?,42.1%[activator],-3.7
COc1ccc(-c2cc(C(F)F)n3ncc(C(=O)NCC4CCCO4)c3n2)cc1 (configuration not stated),-0.8%,-6.1,-11.1%,-1.9%,?,nt,-1.3
O=C(/C=C/c1ccco1)Nc1ccc(Oc2ccc(Cl)cc2)cc1,-0.5%,0.2,-12.0%,-3.9%,8.28µM*,3.2%,-2.6
CCCCn1c(N)c(Sc2ccc([N+](=O)[O-])cc2)c(=O)[nH]c1=O,-3.8%,-14.2,1.8%,0.6%,19.9%,23.2%,3.4
CCN(CC)S(=O)(=O)c1ccc(N2CCOCC2)c(NS(=O)(=O)c2ccc(OC)cc2)c1,8.7%,-0.8,0.0%,-7.4%,51.4%[activator],?,8.8
O=S(=O)(NCc1ccccn1)c1ccc2c(c1)OCCO2,2.6%,-8.0,21.9%,0.3%,8.9%,123.8%[activator],-0.9
CCOC(=O)CSc1nc2c(sc(=S)n2CCc2ccccc2)c(=O)n1Cc1ccco1,6.2%,-16.6,-1.5%,-26.1%,?,56.4%[activator],-3.3
CCOC(=O)c1c(C)c(C(=O)NCc2ccc3c(c2)OCO3)c(C)n1C,-6.9%,19.8,0.0%,-11.8%,?,101.2%[activator],-5.5
CC(C)C[C@H]1C(=O)N2CCC[C@H]2[C@]2(O)O[C@](NC(=O)[C@@H]3C=C4c5cccc6[nH]c(Br)c(c56)CC4N(C)C3)(C(C)C)C(=O)N12 (some centres not stated),1.9%,-8.2,-13.8%,-0.5%,2.33µM*,4.15µM*,-1.2
COc1ccc(OC)c(CNS(=O)(=O)c2c(C)nc3scc(C)n3c2=O)c1,-2.5%,-10.9,-1.1%,-2.0%,10.4%,-3.5%,1.9
CCn1c(=O)c(=O)n(CC)c2cc(S(=O)(=O)N3CCc4ccccc43)ccc21,-2.9%,-15.8,-0.2%,4.1%,nt,13.1µM*,-6.2
COc1cccc(CN2CC(C(=O)NCC3CCOCC3)CCC2=O)c1 (configuration not stated),-3.2%,3.2,4.8%,0.0%,10.6%,?,0.9
Cc1ccsc1C(=O)C1CCCN(Cc2cnc(N3CCCC3)s2)C1 (configuration not stated),-11.6%,-18.8,-25.1%,-8.6%,-4.3%,21.5%,0.2
Clc1ccc(C2CC(c3ccco3)n3ncnc3N2)cc1Cl (configuration not stated),5.0%,-5.7,6.5%,-1.8%,-6.5%,2.7%,-2.4
FC(F)(F)c1ccccc1CNCCc1c[nH]c2ccccc12,-2.1%,-9.5,?,22.1%,-0.7%,?,-4.0
CCCNS(=O)(=O)c1cc2c3c(c1)CCN3C(=O)CC2,-6.3%,-11.2,-3.5%,-8.2%,14.6%,19.0%,-1.2
COc1cc(NC2c3ccccc3C(=O)N2c2cc(C)ccn2)cc(OC)c1OC (configuration not stated),-16.9%,58.3*,-4.3%,-2.2%,nt,?,22.8*
CCC/C=C(\CCC)C(NS(=O)(=O)c1ccc(C(F)(F)F)cc1)c1ccccc1 (configuration not stated),-5.5%,10.8,nt,nt,9.28µM*,7.38µM*,8.2
COc1ccc(OC)c(C2N(c3ccccn3)C(=O)C3CCCN32)c1 (configuration not stated),1.5%,-21.4,-7.7%,5.8%,9.7%,nt,-4.4
CC(C)C(NS(=O)(=O)c1cccc2nsnc12)C(=O)Nc1nc2ccc(Cl)cc2s1 (configuration not stated),4.7%,-11.3,50.5%[activator],-6.5%,nt,12.7%,-4.9
CCCn1c(N2CCOCC2)nc2c1c(=O)[nH]c(=O)n2C,-2.5%,-1.8,-7.3%,5.1%,nt,?,-3.8
O=C(Cc1cccs1)Nc1cccc(C(=O)Nc2ccco2)c1,-2.1%,14.4,-15.8%,-2.5%,2.8%,-7.9%,-1.5
Oc1ccc(/C=N/NC(=S)N2CCOCC2)cc1,-9.7%,59.1,45.4%[activator],-10.9%,141.9%[activator],?,29.6*
Oc1ccccc1CNCCCN1CCOCC1,1.0%,nt,2.9%,16.9%,-23.1%,?,-0.6
Cc1cccc(Cn2c(N3CCc4ccccc4C3)nc3c2c(=O)[nH]c(=O)n3C)c1,4.9%,18.1,8.0%,4.6%,12.0%,nt,-6.2
CN(C)S(=O)(=O)c1ccc(NC(=O)N2CCN(c3ccccc3Cl)CC2)cc1,-5.0%,15.5,-9.0%,0.8%,13.1µM*,?,-3.0
O=C(Nc1ccc(C(=O)NCc2ccccc2Cl)cc1)C1=CSCCO1,-3.9%,47.1*,7.1%,-6.2%,57.0%[activator],-3.3%,31.9*
O=C(CSc1oc(-c2ccc(F)cc2)nc1S(=O)(=O)c1ccc(F)cc1)NCC1CCCO1 (configuration not stated),-1.1%,-5.0,-0.4%,2.8%,-3.1%,nt,3.8
Cc1nc(OCC(=O)c2ccc(Cl)cc2)c(C#N)c2c1COC(C)(C)C2,7.3%,-7.2,7.5%,-5.5%,nt,11.7µM*,-0.8
FC(F)(F)c1cc(-c2cccs2)nc(N2CCOCC2)n1,-11.4%,-23.0,45.8%[activator],-11.2%,-25.3%,nt,-3.1

From PubChem BioAssay
